# hiPSC survival – enhancers of human iPSC single-cell survival | hiPSC single-cell survival, ATPlite luminescence; 100% = ROCK inhibitor wells, 0% = DMSO | survival enhancement, % at 20 µM | actives 0.044% (n = 360,000) | AID 602274; in the data active = survival enhancement above about 18%;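 note: cells exposed to compounds for 16 hours before the ATP read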
# Peg3 promoter – inhibitors of Peg3 promoter. actives 1.7% (n = 360,000). HeLa PEG-Prom luciferase reporter, luminescence, overnight. inhibition, % at 20 µM. AID 588405;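 active = inhibition of at least 50% at 20 µM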
# TRPM1 prom inh – reduces MITF-dependent TRPM1 promoter luciferase signal. SK-MEL-5 TRPM1 promoter luciferase, 24 h. inhibition, % at 12.5 µM. actives 0.83% (n = 330,000). AID 488899;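 active = mean inhibition across replicates of 60% or more, whatever share of single replicates reaches that level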; note: values of inactives mirror those of a sister screen read the other way
# EBV LMP1 NFkB – inhibitors of Epstein-Barr LMP1-induced NF-kappaB reporter. actives 0.69% (n = 350,000). inhibition, % at 12.5 µM. LMP1-induced NF-kappaB luciferase reporter cells, luminescence. AID 504558; in the data active = inhibition above about 41%;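 note: 0% = neutral control wells and 100% = reference inhibitor control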
# TRAIL sens C8 – caspase-8 TRAIL sensitization. inhibition (viability loss, TRAIL sensitization), % at 10 µM. NB7+C8 cells + TRAIL, ATPlite viability luminescence. actives 1% (n = 360,000);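 active = compounds causing at least 50% loss of cell viability in the single-dose screen, relative to plate controls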
# Shn3 3UTR inh – Schnurri-3 reporter inhibition in Clone20 osteoblasts; AID 588674; inhibition, % at 12.5 µM; Clone20 osteoblast Shn3 3'UTR firefly luciferase, 24 h; actives 0.52% (n = 360,000);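 active = mean inhibition of at least 75% with every replicate also reaching 75%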;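 note: 0% = median of neutral control wells and 100% = pilot-screen positive control compound; some compounds past the cut are filed as inactive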
# CF NFkB block – inhibitors of cystic fibrosis induced NF-kB; inhibition, % at 5 µM; KKLEB NF-kB-GFP reporter, PAF-induced, GFP fluorescence overnight; actives 0.86% (n = 360,000);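 active = at least 50% inhibition at 5 µM, scaled per plate between neutral and stimulator controls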;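 note: PAF is a Pseudomonas aeruginosa culture filtrate used as stimulus; plate controls were PAF-stimulated DMSO wells for no effect and unstimulated DMSO wells for full effect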
# NR2E3 ag-1 – activates human photoreceptor nuclear receptor NR2E3 | GST-NR2E3/biotin-RetCOR TR-FRET, 1536-well | inhibition of corepressor binding, % at 4.78 µM | actives 0.12% (n = 320,000) | AID 2300;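 active = percent inhibition above the cutoff of mean plus 3 SD of all tested compounds, set per screening campaign, cut at about 20% in these data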;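 note: 0% = DMSO wells and 100% = biotin wells as full block of FRET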
# Target sequence (Q9Y5X4 whole entry, looked up): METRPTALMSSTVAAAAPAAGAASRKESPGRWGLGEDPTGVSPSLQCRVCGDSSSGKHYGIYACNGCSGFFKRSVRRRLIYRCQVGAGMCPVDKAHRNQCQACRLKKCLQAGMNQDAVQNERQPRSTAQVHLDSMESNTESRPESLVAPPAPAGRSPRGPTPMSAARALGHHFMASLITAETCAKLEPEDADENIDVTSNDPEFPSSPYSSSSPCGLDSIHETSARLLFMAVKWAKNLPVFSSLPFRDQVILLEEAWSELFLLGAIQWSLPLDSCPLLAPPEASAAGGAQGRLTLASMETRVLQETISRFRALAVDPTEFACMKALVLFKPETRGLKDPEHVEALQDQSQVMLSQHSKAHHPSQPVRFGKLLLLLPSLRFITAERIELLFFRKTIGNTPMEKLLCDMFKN
#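 System: GST-NR2E3 and biotin-RetCOR proteins; probe or stimulus: 7 nM biotin-RetCOR; doses: compound at 4.8 µM, single dose; schedule: Compound–protein incubation for 5 h at 4 °C; detection: time-resolved FRET; read-out: percent inhibition; controls: biotin wells as high control, 0.6% DMSO wells as low control; format: 1536-well plates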
# HIF-2a block – HIF-2a inhibition; 786-0 RCC cells HIF-2a reporter, luciferase luminescence, overnight; inhibition, % at 18.8 µM; actives 0.72% (n = 360,000);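 active = inhibition of the luminescence signal of 40% or more relative to plate controls, in a single-dose primary screen at 18.75 µM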
# NR2E3 ag-2 – human photoreceptor-specific nuclear receptor agonism; inhibition of corepressor binding, % at 3.98 µM; CHO-S Gal4-NCOR/VP16-NR2E3 two-hybrid, luciferase; Q9Y5X4; AID 602229; actives 0.35% (n = 360,000);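 active = inhibition above the mean of all tested compounds plus 3 SD, cut at about 70% in these data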;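 note: 0% = DMSO with NR2E3 transfected cells and 100% = cells lacking NR2E3 construct; higher means lower luciferase signal from less NR2E3 corepressor binding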
# KKLEB tox – reduces viability of KKLEB cystic fibrosis airway cells; actives 0.36% (n = 360,000); activity change (cytotoxicity), % at 5 µM; AID 602141; KKLEB CF airway cells viability, ATPlite luminescence, overnight; active compounds read low; cells stimulated with P. aeruginosa culture filtrate;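 active = corrected activity change at or below -50% at 5 µM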
# Numbers without * were called inactive; x = not tested or not shown; & = joins results of further samples. Not all compounds are listed, so the mix of outcomes need not match the whole.
SMILES,hiPSC survival,Peg3 promoter,TRPM1 prom inh,EBV LMP1 NFkB,TRAIL sens C8,Shn3 3UTR inh,CF NFkB block,NR2E3 ag-1,HIF-2a block,NR2E3 ag-2,KKLEB tox
COc1ccccc1N1C(=O)c2ccccc2NC1c1ccc(O)cc1 (centres undefined),-0.3,-8,x,8,3,-5,6,1,-8,-34,4
O=C(Nc1ccccn1)c1ccc(S(=O)(=O)N2CCCCCC2)cc1,-0.5,-118,-67,-27,12,-94,-3,4,-159,-8,-2
O=C(CSc1ncnc2scc(-c3ccc(F)cc3)c12)c1ccc2c(c1)OCCO2,-0.4,25,15,12,5,28,27,2,19,-18,0
Cc1cccnc1NC(=O)c1ccc(S(=O)(=O)N2CCCCC2)cc1,0.2,7,6,8,8,-26,-20,3,13,23,4
Cc1nc2ccc(C(=O)Nc3ccccc3Cl)cc2s1,-0.2,-234,-12,-5,-1,-57,-3,x,-224,-136,11
COc1cccc(NC(=O)CN(C)CC(=O)Nc2cccc(C(F)(F)F)c2)c1,-0.2,13,13,-11,-5,-3,-18,2,9,11,-11
Cc1c(Cl)cccc1N(CC(=O)N1CCCCCC1)S(C)(=O)=O,-1.3,8,1,-1,3,-1,-16,0,14,-11,-3
O=C(c1ccc2c(c1)OCO2)C1CCCN(C(=O)Nc2ccc(F)cc2F)C1 (centres undefined),0.0,-8,-10,-2,-5,10,18,0,-33,-20,-6
CCOC(=O)C(NCCc1ccc(F)cc1)(NC(=O)CC)C(F)(F)F (centres undefined),-0.7,3,0,9,-10,-4,-2,1,18,14,2
CCOC(=O)C(C)C1(O)c2ccccc2-c2ncccc21 (centres undefined),1.0,4,6,-6,-7,-6,-6,-1,19,-6,4
O=C(N/N=C/c1cccs1)C(=O)Nc1cccc(Cl)c1,-0.5,-71,-9,-6,-17,-7,-14,-2,-105,-12,4
COc1ccc(OC)c(NC(=O)COC(=O)Cn2nnc(-c3ccccc3)n2)c1,0.4,-13,0,0,9,-7,-7,-3,7,-16,-15
Cc1ccc(Br)c(NS(=O)(=O)c2cccc(C(=O)N3CCNC(=O)C3)c2)c1,-0.3,11,8,5,-3,15,8,x,13,-13,-4
CC(CC(F)(F)F)N1CCC(n2nccc2NC(=O)CCCc2ccccc2)CC1 (centres undefined),0.1,16,-6,-2,4,-11,18,5,5,-12,-16
CC(NC(=O)Cc1ccsc1)c1ccc(S(N)(=O)=O)cc1 (centres undefined),-0.6,1,2,-3,-5,6,-5,7,14,-16,6
Cc1ccc(N=Cc2c(O)n(-c3ccc4c(c3)OCO4)c(=O)c3ccccc23)cc1,-0.7,2,6,5,5,4,24,0,6,0,-20
CCCc1[nH][nH]c(=O)c1C(c1ccc(Cl)cc1)C(C#N)C#N (centres undefined),1.5,8,6,5,-6,-46,12,-4,8,-27,-10
O=c1[nH]cnc2c1nc(NCc1ccccc1)n2C1O[C@@H](CO)[C@H](O)[C@@H]1O (some centres undefined),0.4,5,5,-5,1,3,-10,1,10,4,7
O=C(Nc1ccccc1Br)c1cccc2ccccc12,-0.3,-41,x,x,5,11,-11,3,-68,13,-2
C#CCOC(=O)CCCC(=O)NCCCCCCCC,0.2,-32,0,-4,-1,1,18,1,0,-23,6
CC(Sc1nnnn1-c1ccc(O)cc1)C(=O)NNC(=O)c1ccc(F)cc1 (centres undefined),-1.8,5,-1,-1,-7,39,19,3,-2,0,5
COc1ccc(N(CC(=O)NCc2ccccc2OC)S(=O)(=O)c2ccccc2)cc1,1.1,4,1,-2,-8,9,-8,-4,6,12,1
COc1cc2ccccc2cc1C(=O)Nc1ccc(C)cn1,-0.5,-341,-34,-35,24,-77,-2,-1,-193,-146,-14
CC1(C)CC(=O)C=C(NC2CCCCC2)C1,0.1,-2,-4,-2,-9,6,20,-1,3,0,-10
Cc1cc2c(cc1C)NC(C)CC(=O)N2 (centres undefined),5.1,3,2,-10,5,-12,10,x,-1,-8,-14

# (more compounds)
SMILES,hiPSC survival,Peg3 promoter,TRPM1 prom inh,EBV LMP1 NFkB,TRAIL sens C8,Shn3 3UTR inh,CF NFkB block,NR2E3 ag-1,HIF-2a block,NR2E3 ag-2,KKLEB tox
C[C@H](CCC(=O)NCC(=O)O)[C@H]1CC[C@H]2[C@@H]3[C@H](O)C[C@@H]4C[C@H](O)CC[C@]4(C)[C@H]3C[C@H](O)[C@]12C,-1.1&2.5&0.1,-8&-2&-9,18&-2&-7,3&4&-2,0&-3&-6,-11&-3&-5,-18&-1&-13,1&1&1,4&12&-2,0&-10&0,16&-4&10
CCOc1cccc2cc(C(=O)Nc3ccccc3-c3ccccc3)c(=O)oc12,0.2,11,-21,-7,7,11,3,4,2,-7,-2
CC(=O)Oc1c(C)c(C)c2c(c1C)CC[C@@](C)(CCC[C@H](C)CCC[C@H](C)CCCC(C)C)O2,0.3,6,-19,-6,7,-14,13,5,13,-27,9
CCOC(=O)CSc1nc2c(sc(=S)n2-c2ccc(CC)cc2)c(=O)[nH]1,-0.7,-14,0,3,3,-26,-4,-1,-41,10,1
O=C(CSc1nc2scc(-c3ccccc3)c2c(=O)[nH]1)N1CCOCC1,-0.2,1,-18,0,-2,-15,-24,4,-8,-1,2
Cc1cccc(S(=O)(=O)NC(=O)C2(C)CCN2C(=O)Cc2ccsc2)c1 (centres undefined),-1.4,11,x,x,-9,-52,-6,x,7,-9,0
COc1ccc(S(=O)(=O)NCC2CCCN(C(=O)CNC(C)=O)C2)cc1 (centres undefined),3.8,19,19,-3,11,5,-1,-2,12,11,-10
O=S1(=O)CCC(n2nccc2-c2ccccc2)C1 (centres undefined),0.4,8,1,-3,1,-4,8,-3,10,-13,2
CCOc1ccc(NC(=O)CSc2nc(O)c(C)c(=O)n2-c2ccc(F)cc2)cc1,-0.3,3,-6,-3,4,-11,-14,-2,1,8,4
CCOC1(/N=C(\C)NS(=O)(=O)c2ccc(Cl)cc2)C(C)=CC(=O)C=C1C,0.6,-7,12,2,-10,12,-3,1,20,-36,-6
N#Cc1cccc2c1-c1ccccc1/C2=N/NC(N)=S,-0.4,40,15,4,-5,3,-167,-2,48*,-77,-8
Cc1csc(NC(=O)CCn2c(=O)oc3ccc(Cl)cc32)n1,0.0,-6,-4,-16,-11,-24,-6,2,-21,0,-14
CCOc1ccc(NC(=O)Cn2nnc(-c3ccccc3F)n2)cc1,-1.8,-6,2,-4,10,-4,-20,-1,-15,2,1
COCCn1cnc2c(c1=O)c1nc3ccccc3nc1n2/N=C/c1cccc(OC)c1,0.8,29,3,3,11,4,-15,4,-42,-26,2
Brc1cccc(CN2CCCCCCC2)c1,-0.2,5,-1,4,-6,5,14,-3,-8,3,1
COc1ccc(S(=O)(=O)N2CCOCC2)cc1NC(=O)COC(=O)CCS(=O)(=O)c1ccc(C)cc1,-0.3,-4,1,68*,-4,-56,10,x,-5,-22,15
O=c1[nH]c(C2CCN(S(=O)(=O)c3ccccc3F)CC2)nc2c1nnn2Cc1ccc(F)cc1,0.1,9,-7,11,-7,-3,2,4,25,-13,2
NC(=O)CCS(=O)(=O)CCN1CCCCC1,4.1,-2,-9,-7,-3,1,1,0,24,0,6
COc1ccc(C2C(=O)N(C3CCCCC3)CC(=O)N2C2CCCCC2)cc1 (centres undefined),0.0,15,10,3,2,-14,6,3,13,-16,-2
Cc1cc(N2CCCC2)nc2c(C)cccc12,1.8,-14,-12,3,12,4,1,-4,12,21,8
CCc1ccc2oc(C(=O)NC3CCS(=O)(=O)C3)cc(=O)c2c1 (centres undefined),-0.3,7,-1,7,-18,7,12,0,-6,7,-6
O=C(O)c1ccccc1C(c1ccccc1)c1ccccc1O (centres undefined),-0.5,20,9,7,1,4,24,x,8,7,-6
COc1cccc(CNc2nnnn2C)c1,-0.6,4,0,8,-3,2,-5,1,16,-5,-10
CO/N=C(\Cn1ncc(N2CCCC2)c(Br)c1=O)c1ccc(Cl)cc1,1.7,17,-2,-4,-4,6,2,2,21,-22,-5
CC(Oc1ccccc1F)C(=O)/C=C/N(C)C (centres undefined),3.8,15,4,0,4,6,8,-1,-12,-7,2

# The results go on.
SMILES,hiPSC survival,Peg3 promoter,TRPM1 prom inh,EBV LMP1 NFkB,TRAIL sens C8,Shn3 3UTR inh,CF NFkB block,NR2E3 ag-1,HIF-2a block,NR2E3 ag-2,KKLEB tox
Cc1nn(Cc2cccc(C(=O)NN)c2)c(C)c1Cl,-0.7,13,-10,6,10,11,0,0,12,-15,-9
O=C1CCCC(=O)C1C1c2ccccc2CCN1C(=O)CCl (centres undefined),0.1,6,x,x,8,-54,3,0,16,15,1
O=C(NCCc1ccccc1)C1CC(=O)N(c2ccc3c(c2)OCCO3)C1 (centres undefined),-0.3,17,4,-3,-11,-10,1,0,2,-28,-1
O=C(Nc1ccccc1F)Nc1cccc2ccc(O)cc12,0.7,-72,4,-2,11,-4,-8,0,-120,-76,13
COCCCNc1nc(=S)[nH]c2cc(OC)c(OC)cc12,-0.5,4,8,0,-4,16,5,-1,20,-34,-3
CC1CCN(C(CNS(=O)(=O)c2ccccc2)c2ccccc2)CC1 (centres undefined),-0.4,8,-2,-4,5,-15,-44,-2,2,15,14
COc1ccc(CCN2CCCC(CN(C)Cc3cc(Cl)c(O)c(OC)c3)C2)cc1 (centres undefined),-0.5,-22,-7,6,0,23,6,x,6,-1,1
COc1ccnc(CN(C)C(=O)C2CCC(=O)N(Cc3cccc(C(F)(F)F)c3)C2)c1 (centres undefined),-0.4,5,4,-6,-4,-9,8,1,3,3,-10
COc1ccccc1NC(=O)/C=C\c1ccco1,1.4,-145,-26,-23,5,-25,2,-1,-133,-40,-23
C=CCN(c1ccccc1OC)S(=O)(=O)c1cccc(C(=O)NC2=NCCS2)c1,3.9,19,3,-11,4,12,-11,x,10,-31,0
CC(=O)Nc1ccc(NCC(=O)c2ccccc2)cc1,0.0,0,1,-7,9,-16,-3,0,-7,-12,5
CN(C)c1nc(N)nc(CSc2nnnn2C)n1,-2.6,-5,-14,-3,-1,-3,-2,-2,-23,-12,4
C=CCC1(O)C(=O)Nc2ccccc21 (centres undefined),-1.7,7,-7,-3,6,11,-7,0,10,0,3
Cc1cc(C)n(C(=O)c2cccc(S(=O)(=O)N3CCCCC3)c2)n1,0.5,11,-6,-2,13,3,-8,-1,0,6,14
Cc1ccc(-c2csc(N3CCN(CCCn4c(-c5ccncc5)nc5ccccc54)CC3)n2)cc1,-2.2,36,67*,33,45,6,16,2,-16,22,-9
Cc1ccc(NC(=O)CNCc2cccs2)c(Br)c1,0.7,-251,-34,-17,8,-76,3,x,-291,-42,21

# Laid out differently: 2 of the compounds above.
Structure	hiPSC survival	Peg3 promoter	TRPM1 prom inh	EBV LMP1 NFkB	TRAIL sens C8	Shn3 3UTR inh	CF NFkB block	NR2E3 ag-1	HIF-2a block	NR2E3 ag-2	KKLEB tox
C=CCN(c1ccccc1OC)S(=O)(=O)c1cccc(C(=O)NC2=NCCS2)c1	3.9	19	3	-11	4	12	-11	x	10	-31	0
CC(=O)Nc1ccc(NCC(=O)c2ccccc2)cc1	0.0	0	1	-7	9	-16	-3	0	-7	-12	5
